# Compound activity deposited in PubChem by National Center for Advancing Translational Sciences (NCATS).
# MLL CXXC-DNA inh: blocks binding of human MLL CXXC domain to DNA | Q03164 | MLL-CXXC / FITC-HOXA9 DNA fluorescence polarization | Potency, µM (top dose mostly 115 µM), without a hit: top-dose activity change, negative = inhibition, usual class: inhibitors | hit rate 0.037% among 290,000 | AID 2662; active = well fitted inhibition curve with a large enough effect in the polarisation, with a control signal flat, not every such curve was filed as active; inconclusive = small, poorly fitted or top-dose-only effect, or effect the other way, or a change in a side signal; inactive = no such curve, though single readings can be large or run the other way; the % refers to the polarisation; also: potency is read from the fitted curve at half-maximal effect
#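 Steps: dispense CXXC domain solution (7 uM) → pin compounds or unlabeled HOX-A9 DNA control → 5 min ambient → add FLSN-HOX-A9 solution (50 nM) → spin → 30 min ambient → fluorescence polarization. Tris pH 7.5/NaCl/DTT/BSA buffer.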
# hERG WT inh: inhibitors of human wildtype KCNH2 potassium channel. hit rate 0.37% among 340,000. Q12809. activity change, % at 1.84 µM. U2OS, BacMam KCNH2, thallium flux FluxOr; active compounds read low;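 active = maximum activity change below -70%; inconclusive = maximum activity change between -70% and -50%; inactive = maximum activity change above -50%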; also: % is scaled to controls: 0 for no effect and ±100 for the full control effect
#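 U2OS cells transduced with wild-type KCNH2 virus are loaded with FluxOr dye for 45 min, and thallium flux is measured in kinetic reads before and after stimulation buffer. Rate constants are normalized to DMSO controls.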
# Coupling enz: coupling enzyme interference in Giardia aldolase counter-screen. hit rate 0.67% among 290,000. coupling enzyme system counterscreen, AmpLite Red fluorescence. activity change, negative = inhibition, % at 58.2 µM, hits read low; in the data active = activity change below about -30%; also: % is scaled to controls: 0 for no effect and ±100 for the full control effect
#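 First, compound is pin-transferred into glyceraldehyde-3-phosphate coupling-enzyme reagent at 57.5 uM final and held 10 min at RT. Next, substrate, coupling system and AmpLite Red are added. After 20 min RT, fluorescence (525/598 nm) is read.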
# TCR activator: T cell receptor activation; primary human leukocytes, anti-CD3, IL-2 HTRF, 48 h; Potency, µM (titrated, usually from 9.22 µM), inactives show at the highest dose activation of IL-2 secretion, actives largely listed as activators; 330,000 tested, under 10 active; AID 504894; also: % of control where 0% means no effect
#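 TCR engagement came from a-CD3 beads alone, with compounds added to primary human leukocytes for 48 hr. Secreted IL-2 bridged europium cryptate- and d2-labelled anti-IL-2 antibodies, giving FRET emission at 665nm after 320nm excitation.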
# Giardia kill: kills Giardia lamblia; Giardia lamblia trophozoite viability; activity change, % at 7.66 µM, hits read low; hit rate 0.15% among 340,000; in the data active = activity change below about -80%; inconclusive = between about -30% and that limit;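 also: parasites exposed to compound for two days anaerobically before the ATP read; % is scaled to controls: 0 for no effect and ±100 for the full control effect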
#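 Luminescence from cellular ATP indicates surviving trophozoites (100 cells/well) following 48 hrs anaerobic compound treatment at 37 deg C; signal develops 15-30 min at room temperature.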
# AT treatment: potential ataxia-telangiectasia treatment; AID 485349; […] A-T fibroblasts, KAP-1 phosphorylation AlphaLISA; neocarzinostatin DNA damage 30 min before lysis; hit rate 0.19% among 320,000; Potency, µM (titrated, usually from 57.5 µM), without a hit: at the top dose activation, usual class: activators; also: potency is read from the fitted curve at half-maximal effect; % of control where 0% means no effect; nearly all actives have a fitted effect of over 45% in size
#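 ATM-like activity read as KAP-1 phosphorylation via AlphaLISA donor/acceptor antibody pairs after lysis and 6 hr at 25C. Cells were ATM-null patient fibroblasts ([…], hTERT), dosed 60 min, then exposed to the DSB inducer NCS for 30 min.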
# Chronic BCR inh: blocks chronic active B-cell receptor signaling | ABC-DLBCL IkBa-CBG/CBR reporter, luminescence ratio, 4 h | Potency, µM (titrated, usually from 46.1 µM), inactives show at the highest dose ratio change, negative = lower green/red ratio, usual class: inhibitors | hit rate 0.05% among 340,000; active = well fitted inhibition curve with a large enough effect in the signal ratio, with a control signal flat, not every such curve was filed as active; inconclusive = small, poorly fitted or top-dose-only effect, or effect the other way, or a change in a side signal; the % refers to the signal ratio;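 also: potency is read from the fitted curve at half-maximal effect; plate controls were basal doxycycline-induced cells for no effect and cells given 10 µM MG132 for full effect; MG132 reads +100%, hits lower the ratio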
#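 Doxycycline induced both beetle luciferases in TMD8 lymphoma cells; IKK-driven degradation limits the IkappaBalpha-fused green signal, while red luminescence normalises for cell number and nonspecific effects. Compounds tested up to 46 uM, 4 hrs.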
# GALK inh: inhibitors of human galactokinase | Potency, µM (doses to about 57.5 µM), for inactives: at the top dose activity change, negative = inhibition, actives largely listed as inhibitors | P51570 | AID 1868 | hit rate 0.007% among 270,000 | Purified GALK, Kinase-Glo residual ATP luminescence; also: potency is read from the fitted curve at half-maximal effect; % is scaled to controls: 0 for no effect and ±100 for the full control effect
# Target sequence (P51570 whole entry, looked up): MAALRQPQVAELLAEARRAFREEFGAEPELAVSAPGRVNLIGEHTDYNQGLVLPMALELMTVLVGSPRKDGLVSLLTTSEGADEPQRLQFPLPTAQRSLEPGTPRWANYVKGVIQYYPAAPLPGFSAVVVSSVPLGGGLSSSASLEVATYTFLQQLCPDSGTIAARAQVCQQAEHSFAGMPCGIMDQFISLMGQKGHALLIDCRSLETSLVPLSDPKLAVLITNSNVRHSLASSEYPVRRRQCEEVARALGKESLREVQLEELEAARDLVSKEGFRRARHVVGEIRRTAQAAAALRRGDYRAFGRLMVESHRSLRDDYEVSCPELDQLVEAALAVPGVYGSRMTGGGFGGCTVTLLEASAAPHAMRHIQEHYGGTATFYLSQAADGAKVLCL
#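 Compounds were pin-transferred into ATP buffer (35 uM final), then GALK plus galactose (5 nM, 100 uM final) was added. After 1 h at room temperature, Kinase-Glo Plus was added and luminescence read after 10 min.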
# Tb PFK block: T. brucei PFK enzyme inhibition | O15648 | T. brucei PFK, ADP-Glo luminescence | Potency, µM (series often up to 57.5 µM), without a hit: at the highest dose activity, negative = inhibition, hits mostly inhibitors | hit rate 0.17% among 330,000;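 also: potency is read from the fitted curve at half-maximal effect; 0% = uninhibited 1x PFK enzyme wells and -100% = no-enzyme wells; nearly all actives have a fitted effect of over 60% in size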
# Target sequence (O15648 whole entry, looked up): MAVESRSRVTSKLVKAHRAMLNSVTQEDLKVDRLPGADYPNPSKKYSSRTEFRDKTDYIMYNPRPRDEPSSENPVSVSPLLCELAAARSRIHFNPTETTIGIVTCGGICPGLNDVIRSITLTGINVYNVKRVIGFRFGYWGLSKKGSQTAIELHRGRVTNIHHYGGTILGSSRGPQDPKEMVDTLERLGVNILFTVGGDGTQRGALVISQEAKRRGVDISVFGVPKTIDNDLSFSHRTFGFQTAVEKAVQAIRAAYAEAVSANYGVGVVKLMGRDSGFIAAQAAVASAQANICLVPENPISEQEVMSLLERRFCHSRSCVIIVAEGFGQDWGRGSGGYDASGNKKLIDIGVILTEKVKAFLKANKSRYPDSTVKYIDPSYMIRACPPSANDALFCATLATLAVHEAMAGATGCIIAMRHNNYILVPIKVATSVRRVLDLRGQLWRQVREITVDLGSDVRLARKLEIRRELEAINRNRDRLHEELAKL
#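 PFK 1.25 nM, F6P 0.5 mM, ATP 0.1 mM, 0.1 M TEA pH 8.0, 5 mM MgCl2, 0.01% Tween20, 0.1% BSA; 45 min RT. ADP-Glo readout. qHTS titration up to 57 uM; curves fitted, compounds curve-classed.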
# TSHR antag: blocks TSH signaling through the human TSH receptor | hit rate 0.2% among 330,000 | activity change, negative = inhibition, % at 11.5 µM | P16473 | TSHR-expressing cells, TSH-stimulated cAMP HTRF, 2 h; active compounds read low;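 active = activity change below a set negative limit, meaning inhibition stronger than a set level, cut at about -70% in these data; inconclusive = activity change between two set negative limits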; also: % is scaled to controls: 0 for no effect and ±100 for the full control effect
#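 Freshly harvested TSHR cells receive pin-tooled compound, then EC80 TSH at 4nM final. After 2 hours at 37 deg C, antibody in lysis buffer and cAMP-d2 are added; 30 minutes at ambient temperature precede the HTRF read.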
# * hit, by the source's call; ? = inconclusive; . = not tested or not shown; & = joins results of further samples; [ ] = another dose, or the depositor's remark. Unless noted, calls follow the shape of the dose curve; as a rule, active = well fitted curve in the direction sought with a large enough effect; inconclusive = small, poorly fitted or top-dose-only effect, or another doubt; inactive = no such curve, though single readings can be large; an effect the other way counts as inactive or inconclusive.
SMILES,MLL CXXC-DNA inh,hERG WT inh,Coupling enz,TCR activator,Giardia kill,AT treatment,Chronic BCR inh,GALK inh,Tb PFK block,TSHR antag
Cc1cc(=O)oc2cc(NC(=O)c3cc(F)ccc3F)ccc12,.,-10,.,5%,-6,2%,8%,.,0%,22
COc1ccc(NC(=O)N2CCCC2C(=O)NCC2CCCCC2)cc1 (stereo not drawn),?,-6,-3,-33%,-15,27%,0%,12%,-5%,45
Cc1cc(=O)n2[nH]nnc2n1,1%,-12,0,3%,-4,-1%,-11%,.,8%,-8
O=[N+]([O-])c1cc(Cl)ccc1N1CCN(c2ccccc2O)CC1,20%,-4,3,2%,4,3%,0%,3%,0%,-18
CC(C)[C@@H](C(=O)NC1CC1)N1C(=O)N2CCc3c([nH]c4ccccc34)[C@@]2(C)C1=O,1%,0,1,-1%,-13,8%,?,.,-1%,1
CC(=O)c1ccccc1NS(=O)(=O)c1c(C)nn(-c2ccccc2)c1C,7%,5,0,-46%,-3,15%,0%,-1%,0%,-12
Cc1sc(-n2cccc2)c(C(=O)O)c1C,1%,-15,-7,1%,2,-1%,3%,3%,-10%,0
O=c1[nH]c(NCc2ccccc2)nc2c1CCCC2,13%,18,-1,1%,1,7%,9%,2%,-14%,1
COc1ccc(S(=O)(=O)Nc2ccccc2C(=O)N2CCOCC2)cc1OC,5%,4,-1,-3%,13,1%,2%,1%,0%,4
C[C@H](C(O)c1ccccc1)N(C)C(=O)CN (stereo partly drawn),1%,-2,-3,11%,-5,2%,0%,.,-3%,-5
CCCCn1c(N)c(N(CCOC)C(=O)CSc2nnc(C)n2-c2ccc(OC)cc2)c(=O)[nH]c1=O,.,-16,.,-5%,-5,-3%,7%,.,9%,9
O=C1SC(SC(=Nc2ccccc2)Nc2ccccc2)C(=O)N1c1ccccc1 (stereo not drawn),11%,4&4,2,9%&1%,-3&-12,3%,?,.,-3%,-7
CC(C)(O)C(=O)NN(C(=O)c1ccccc1)c1ccc2ccccc2c1,18%,-12,4,-1%,23,.,2%,0%,0%,13
CN(c1ccc([N+](=O)[O-])cc1C(N)=O)C1CCCCC1,11%,-20,1,0%,-10,-2%,0%,1%,2%,7
C=CCSc1nc2sc3c(c2c(=O)n1-c1ccc(C)cc1)CCN(C)C3,37%,0,1,6%,-2,-3%,-2%,.,1%,-1
COc1ccc([C@@H]2C[C@H]3CN(Cc4ccccc4OC)C(=O)[C@]34CCCN24)cc1C,-5%,17,5,-1%,-5,18%,?,-2%,3%,11
COc1ccc(Cl)cc1S(=O)(=O)NC(C)C(=O)NCc1ccc2c(c1)OCO2 (stereo not drawn),0%,-5,5,0%,9,-3%,-7%,6%,-1%,-4
COc1ccc(CCN(C)C(=O)c2oc3ccccc3c2C)cc1OC,.,-5,.,4%,1,6%,-16%,.,1%,-5
CC1CN(c2nc3ccccc3nc2NS(=O)(=O)c2ccccc2)CC(C)O1 (stereo not drawn),.,-1,.,13%,-4,0%,0%,.,0%,3
COc1ccc(-c2nnc3n2N=C(c2ccccc2)CS3)cc1OC,14%,.,1,.,.,7%,10%,-1%,-3%,9
COc1ccc(CC(=S)N2CCOCC2)cc1,21%,-1,1,11%,-2,-5%,0%,1%,?,7
CCCNC(=O)C(Sc1ccccc1)c1ccccc1 (stereo not drawn),16%,24,0,-2%[46.1 µM],20,8%,0%,2%,-2%,-8
O=C(Nc1ccc2c(c1)CCC2)C1CCCN(c2ncccn2)C1 (stereo not drawn),4%,-9,-4,-6%,2,0%,5%,-1%,-7%,-6
CCC(C(=O)NCCCN1CCN(CCCNC(=O)C(CC)c2ccccc2)CC1)c1ccccc1 (stereo not drawn),-5%,-3,-1,-5%,-2,-1%,6%,4%,-2%,7
CCOC(=O)CNC(=O)CSc1nc(N)cc(N)n1,-2%,0,0,.,-8,-5%,0%,-2%,2%,20
# (list continues)
SMILES,MLL CXXC-DNA inh,hERG WT inh,Coupling enz,TCR activator,Giardia kill,AT treatment,Chronic BCR inh,GALK inh,Tb PFK block,TSHR antag
COc1ccc(-c2[nH]ncc2-c2cscn2)c(O)c1,-3%,-5,5,6%,-10,6%,5%,15%,0%,-1
CC(C)C(=O)Nc1ccccc1Cc1ccccc1,-2%,-4,0,0%,1,3%,?,1%,-2%,-4
Cc1cccc(-c2ccc(C=Nc3c(C)n(C)n(-c4ccccc4)c3=O)o2)c1,26%,-3,0,1%,-2,3%,0%,-1%,0%,20
CCN(CC)C(=O)c1c(C)[nH]c(=S)c(C#N)c1-c1ccco1,18%,-1,-30,0%,-9,3%,5%,-3%,-3%,6
O=C(NNC(=S)NC(=O)c1sc2ccccc2c1Cl)c1ccc(Cl)cc1,-4%,9,10,8%[46.1 µM],-5,-15%,-14%,0%,3%,2
CSc1ccc(-c2sc(Nc3ccccc3)n[n+]2-c2ccccc2)cc1,?,5,1,2%,8,0%,-18%,.,0%,-1
CCN(Cc1cc2ccccc2[nH]c1=O)C(=O)c1cccnc1,2%,36,2,-2%,1,6%,-2%,3%,5%,0
O=C(O)CN1C(=O)c2ccc(Oc3ccc4c(c3)C(=O)N(CC(=O)O)C4=O)cc2C1=O,-2%,-12,0,4%,-9,1%,-9%,-1%,19%,4
CCOC(=O)CN1NC2(CCCCCC2)NC1=S,1%,-4,3,2%,-29,0%,1%,7%,-22%,-1
COC(=O)c1ccc(-c2noc(CN(Cc3ccccn3)CC3CCCO3)n2)cc1 (stereo not drawn),-7%,-7,1,5%,10,-6%,-26%,4%,-6%,0
COCCn1c(SCC(=O)N2CCCC2)nnc1-c1ccoc1C,-1%,-10,4,2%,18,10%,0%,0%,1%,-3
C[C@H](CO)N1C[C@H](C)[C@@H](CN(C)C(=O)NC2CCCCC2)Oc2c(NS(=O)(=O)c3ccccc3)cccc2C1=O,.,2,.,0%,-10,14%,-1%,.,0%,-10
CN(Cc1ccccc1)c1nc2c(c(=O)[nH]c(=O)n2C)n1Cc1ccccc1F,6%,0,-2,-4%,7,10%,-3%,6%,1%,-14
CCOc1ccc(C(=O)NNC(=O)c2cc(C)oc2C)cc1,.,4,.,-26%,-5,-4%,-7%,.,0%,7
CCCCNC(=O)c1onc(CSc2ccc(F)cc2)c1C(=O)NCCCC,7%,27,-3,0%,-27,45%,-2%,5%,0%,-1
O=C(NC(=S)Nc1ccccc1N1CCCCC1)c1ccc(-c2cccc([N+](=O)[O-])c2)o1,4%,-15,-1,-116%,4,3%,21%,0%,2%,22
COC(=O)c1ccc(NC(=O)COC(=O)C2=NN(c3ccccc3)C(=O)CC2)cc1,.,-2,.,7%,-6,4%,0%,.,10%,6
O=C(Nc1c(C(=O)N2CCOCC2)cnn1-c1ccccc1)c1ccc(F)cc1,2%,-6,.,0%,-18,18%,7%,3%,-2%,1
COc1cc(/C=C(\NC(=O)c2ccccc2)C(=O)N2CC3CC(C2)c2cccc(=O)n2C3)cc(OC)c1OC (stereo not drawn),10%,-12,2,-4%,-12,-2%,-12%,1%,-1%,-4
O=C(COC(=O)c1cccnc1Cl)Nc1ncc(Cl)cc1Cl,4%,-4,4,6%,22,-1%,0%,5%,2%,2

# Rewritten field by field: four of the compounds above.
CCCNC(=O)C(Sc1ccccc1)c1ccccc1 (stereo not drawn)
  MLL CXXC-DNA inh = 16%; hERG WT inh = 24; Coupling enz = 0; TCR activator = -2%[46.1 µM]; Giardia kill = 20; AT treatment = 8%; Chronic BCR inh = 0%; GALK inh = 2%; Tb PFK block = -2%; TSHR antag = -8

O=C(Nc1ccc2c(c1)CCC2)C1CCCN(c2ncccn2)C1 (stereo not drawn)
  MLL CXXC-DNA inh = 4%; hERG WT inh = -9; Coupling enz = -4; TCR activator = -6%; Giardia kill = 2; AT treatment = 0%; Chronic BCR inh = 5%; GALK inh = -1%; Tb PFK block = -7%; TSHR antag = -6

CCC(C(=O)NCCCN1CCN(CCCNC(=O)C(CC)c2ccccc2)CC1)c1ccccc1 (stereo not drawn)
  MLL CXXC-DNA inh = -5%; hERG WT inh = -3; Coupling enz = -1; TCR activator = -5%; Giardia kill = -2; AT treatment = -1%; Chronic BCR inh = 6%; GALK inh = 4%; Tb PFK block = -2%; TSHR antag = 7

CCOC(=O)CNC(=O)CSc1nc(N)cc(N)n1
  MLL CXXC-DNA inh = -2%; hERG WT inh = 0; Coupling enz = 0; TCR activator = .; Giardia kill = -8; AT treatment = -5%; Chronic BCR inh = 0%; GALK inh = -2%; Tb PFK block = 2%; TSHR antag = 20
